# Source: PubChem
# TbREL1 inh: TbREL1 inhibition, primary screen; P86926; TbREL1 RNA ligation, FRET fluorescence; inhibition, % at 9.66 µM; hit rate 0.49% among 89,000; AID 1117264;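 active means inhibition above the mean inhibition across all screened compounds plus 3 SD, cut at about 11% in these data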;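 further: 0% = plate median of test wells and 100% = NSC42067 control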
# Target sequence (P86926 whole entry, looked up): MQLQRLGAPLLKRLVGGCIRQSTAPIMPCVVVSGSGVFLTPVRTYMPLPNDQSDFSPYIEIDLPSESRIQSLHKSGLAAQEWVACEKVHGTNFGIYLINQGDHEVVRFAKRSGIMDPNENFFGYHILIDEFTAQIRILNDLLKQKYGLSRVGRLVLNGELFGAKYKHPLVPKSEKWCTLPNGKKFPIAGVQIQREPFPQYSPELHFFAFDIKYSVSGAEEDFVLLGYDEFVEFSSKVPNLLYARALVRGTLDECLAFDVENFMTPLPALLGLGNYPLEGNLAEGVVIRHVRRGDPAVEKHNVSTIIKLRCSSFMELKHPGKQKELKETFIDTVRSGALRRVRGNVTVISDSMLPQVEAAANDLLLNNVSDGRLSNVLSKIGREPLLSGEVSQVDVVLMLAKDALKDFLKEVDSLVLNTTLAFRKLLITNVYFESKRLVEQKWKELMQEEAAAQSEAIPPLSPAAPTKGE
# The depositor's hits bear a star. The list is partial (hit frequency here may not be typical).
# Sample of the layout (5 entries):
SMILES,TbREL1 inh
COc1cc(-c2nc(-c3ccccc3)c(-c3ccc(F)cc3)[nH]2)cc2c1OCO2,-2.0
COc1ccc(-c2cc(-c3nnc(SCc4cccc5ccccc45)n3N)[nH]n2)cc1,3.3
Cc1ccc(NC(=O)C2=CCN(S(=O)(=O)c3ccc(F)cc3)CC2)c(C)c1,4.3
COc1ccc(S(=O)(=O)Cc2ccc(C(=O)NCCCN(C)c3ccccc3)o2)cc1,-3.9
O=C1OCCC1Sc1nnc(-c2ccc(Cl)cc2)n1Cc1ccccc1 (stereo not drawn),-3.0

# The list itself, previewed entries included:
SMILES,TbREL1 inh
COc1cc(-c2nc(-c3ccccc3)c(-c3ccc(F)cc3)[nH]2)cc2c1OCO2,-2.0
COc1ccc(-c2cc(-c3nnc(SCc4cccc5ccccc45)n3N)[nH]n2)cc1,3.3
Cc1ccc(NC(=O)C2=CCN(S(=O)(=O)c3ccc(F)cc3)CC2)c(C)c1,4.3
COc1ccc(S(=O)(=O)Cc2ccc(C(=O)NCCCN(C)c3ccccc3)o2)cc1,-3.9
O=C1OCCC1Sc1nnc(-c2ccc(Cl)cc2)n1Cc1ccccc1 (stereo not drawn),-3.0
CCc1cc([N+](=O)[O-])cc(CC)c1N,0.2
Cc1ccc(N2CCN(S(=O)(=O)c3c(C)noc3C)CC2C)cc1 (stereo not drawn),-2.0
O=C(Nc1ccc(F)cc1)C(c1ccncc1)N1CCN(C(=O)c2ccco2)CC1 (stereo not drawn),1.3
CCCCN=C(N)/C(C(=O)OCC)=C(\O)c1ccc(OC)cc1,-3.4
Cc1cccc(/C=N\NC(=O)c2sccc2-n2cccc2)c1,1.1
Cc1noc(C)c1NC(=O)N(C)C[C@H]1Oc2ccc(NC(=O)NC(C)C)cc2C(=O)N([C@H](C)CO)C[C@@H]1C,-0.2
Cc1ccc(CONC(=O)c2ccc(OC(F)F)cc2)cc1,-0.1
O=C(CN1C(=O)S/C(=C\c2ccc(Cl)cc2)C1=O)NNC(=O)c1ccccc1O,1.4
COc1ccc(NC(=O)c2cccc(-n3cnnn3)c2)cc1,1.0
CCOC(=O)c1cc(NC(=O)c2ccc(Cl)cc2)c(=O)oc1-c1ccccc1,0.5
Cc1c(NS(=O)(=O)c2ccccc2)cc(Cl)c(O)c1C,-3.4
COc1cc2c(cc1OC)[C@@H](NC(=O)c1ccncc1)[C@H](C)[C@H]2c1ccccc1,-2.6
CC(=O)c1cccc(OCC(=O)N2CCN(c3ccc(C(F)(F)F)cn3)CC2)c1,2.8
Cc1ccc(CCNC(=O)c2nnn(-c3cc(C)cc(C)c3)c2N)cc1,-0.8
CCOC(=O)C1(CCCc2ccccc2)CCN(C(=O)Cn2nc(C)nc2C)CC1,1.6
CC(C)Nc1oc(-c2cccc3ccccc23)nc1C#N,-1.7
O=C(/C(=C(\[O-])c1ccccc1)[n+]1ccc2ccccc2c1)c1ccccc1,1.5
Cc1cc([N+](=O)[O-])nn1CC(=O)Nc1cc(F)ccc1F,-1.9
C=CCc1cccc(/C=N/NC(=O)CCC(=O)Nc2ccc(F)cc2)c1O,-0.7
CN(CC(=O)Nc1ccc(F)cc1)C(=O)COC(=O)c1nc(Cl)ccc1Cl,2.6
C[C@H]1CCC(=O)N(CCSc2ccc(Br)cc2)CC1,-2.1
CCOc1ccccc1Nc1nnc(SCC(=O)Nc2ccc3[nH]c(=O)[nH]c3c2)s1,0.3
COc1ccc(CCNC(=O)Cn2ncc3c2-c2cc(C)ccc2OC3)cc1,-3.0
Cc1cc(Cl)ccc1OCC(=O)N/N=C1\CC2C=CCC12 (stereo not drawn),2.2
c1ccc(-c2ccccc2OCCOCCN2CCCCC2)cc1,2.6
CCOc1ccc(N/C(N)=N/c2nc(CSc3nnnn3-c3ccccc3)cc(=O)[nH]2)cc1,2.9
CN(CCOC(=O)c1cccc(Br)c1)C(C)(C)C,-0.6
O=C(Nc1nnc(SCc2ccc(Cl)cc2)s1)c1ccco1,-0.1
CCCN(CC(=O)Nc1ccccc1OC)C(=O)C1=COCCO1,0.1
Cc1ccc(-c2noc(CSc3ccccc3)n2)cc1,3.6
CC(C)C(=O)Nc1ccccc1-c1nc2ccccc2[nH]c1=O,1.0
O=C(Nc1ccncc1)C1CCN(S(=O)(=O)c2c(Cl)cccc2Cl)CC1,0.1
Cc1ccc(-n2cc(CN3CCNC(=O)CC3)c(-c3ccc(F)cc3)n2)cc1,7.7
O=c1[nH]cnc2c1ncn2-c1ccc(N(CCO)CCO)cc1,-0.7
CCOc1ccc(-n2c(SCC(=O)Nc3cc4oc5ccccc5c4cc3OC)nnc2-c2cccc(Cl)c2)cc1,1.3
O=C(NCCN1CCOCC1)c1ccc(CS(=O)(=O)c2ccc(Br)cc2)o1,-1.1
Cc1ccccc1N(C(=O)c1ccccn1)C(C(=O)NCc1ccccc1)c1cccnc1 (stereo not drawn),0.9
COc1cc(NC(=O)COC(=O)/C=C/c2ccccc2Cl)cc(OC)c1,-1.4
Cn1c(=O)[nH]c(=O)c2c1nc(SCC(O)CCl)n2Cc1ccccc1 (stereo not drawn),4.4
COc1cc(C(C)=O)ccc1Oc1ncnc2c1cnn2-c1cccc(Cl)c1,-1.2
FC(F)(F)c1cc(CNC2CCC23CCCCC3)ccc1Cl (stereo not drawn),0.4
COc1ccc2c(c1)CCCN2C(=O)C1CCCN(S(=O)(=O)c2ccc(C)c(C)c2)C1 (stereo not drawn),-0.2
Cn1c(CCN2CCOCC2)nc2cc(NC(=O)COc3ccc(Cl)cc3)ccc21,-2.2
C#CCOCCOCCOCCNc1nc(N2CCN(C(=O)C([C@@H](C)CC)n3cc(C(N)Cc4ccc(O)cc4)nn3)CC2)nc(N2CCN(C(=O)[C@H](CCC(=O)O)n3cc(C(N)[C@H](C)CC)nn3)CC2)n1 (stereo partly drawn),-1.8
COc1ccc(OC)c(NC(=O)c2ccno2)c1,-1.6
Cc1cc(C)nc(NC(=O)c2cccs2)n1,10.4
CC(C)C(=O)N1CCN(c2ccc(NC(=O)c3ccc4c(c3)OCCO4)cc2Cl)CC1,1.1
CN(Cc1nc(-c2cccnc2)no1)S(=O)(=O)c1ccccc1,0.5
O=C(OCc1ccccc1)/C(=C/c1ccccc1Cl)NC(=O)c1ccco1,3.7
O=C(NCc1ccco1)/C(=C/c1cccnc1)NC(=O)c1cccc(Br)c1,0.1
Cc1nnc(NC(=O)c2ccc(S(=O)(=O)N3CCCCC3)cc2)s1,7.2
C[C@@H]1CN([C@@H](C)CO)C(=O)CCCn2nncc2CO[C@H]1CN(C)C(=O)C1CC1,3.2
COc1cccc(NC(=O)CSc2nccn2-c2cccc(OC)c2)c1,-2.5
COc1ccc(CCNC(=S)Nc2cc(C)cc(C)c2)cc1,-5.8
COCc1cc(=O)oc2cc(NS(=O)(=O)c3ccc(C)cc3)ccc12,1.7

# Continued.
SMILES,TbREL1 inh
O=C(N/N=C/c1cccc(F)c1)c1csc2c1CCCC2,-3.2
C=C(CC[C@@H](O)C(C)(C)O)[C@H]1CC[C@]2(C)[C@@H]1CCC1[C@@]3(C)CC[C@H](O)C(C)(C)C3CC[C@]12C (stereo partly drawn),-0.3
CCCCN(C)C(=O)c1cn(CC)c2nc(C)ccc2c1=O,-1.4
CC1OC(Nc2cccc3ccccc23)C(O)C(O)C1O (stereo not drawn),4.5
Brc1ccc(C[n+]2ccccc2)cc1,-0.5
CCC(=O)Nc1cccc(NC(=O)CSc2nc3c(c(=O)n(C)c(=O)n3C)n2C)c1,-0.1
O=C(NCc1cccnc1)c1ccc(=O)oc1,1.8
CCOC(=O)C1CCC/C1=N\NC(=O)CN(c1cc(OC)ccc1OC)S(=O)(=O)c1ccccc1 (stereo not drawn),-2.7
C[C@H](NC(=O)OCc1ccccc1)C(=O)NNC(=O)[C@H](C)NC(=O)OCc1ccccc1,0.7
Cc1noc(C)c1NC(=O)N(C)C[C@H]1Oc2ccc(NS(=O)(=O)c3cccs3)cc2C(=O)N([C@H](C)CO)C[C@@H]1C,-0.3
CC1CN(C2CCN(S(=O)(=O)c3ccc(F)cc3)CC2)CC(C)O1 (stereo not drawn),0.7
COCCNC(=S)N1CCN(S(=O)(=O)c2ccc(Cl)s2)CC1,-5.5
O=C(CCSc1ccc(Cl)cc1)N1CCN(c2ncccn2)CC1,2.4
CN1CCN(c2ccc(S(=O)(=O)N3CCOCC3)cc2NC(=O)COc2ccc(C#N)cc2)CC1,-2.1
CC1=NN(Cc2ccccc2)C(=O)C1,-1.5
COc1cc2[nH]c(=O)n(CCC(=O)NC3CCN(Cc4ccccc4)CC3)c(=O)c2cc1OC,-0.2
COC(=O)[C@]12C[C@H](CC(=O)NCCCCc3ccccc3)C(=O)N(CCc3ccc(OC)c(OC)c3)C1=C[C@H](C(C)C)O[C@@H]2C1CC1,4.9
COc1cccc(Oc2cn[nH]c2-c2ccc(OC)cc2O)c1,7.8
CC(C)CN1C(=O)C[C@@]2(C(=O)N(C)c3ccc(NS(=O)(=O)C4CCCCC4)cc32)C1c1ccccc1 (stereo partly drawn),-5.9
COc1ccc(/C=C(/NC(=O)c2ccco2)C(=O)Nc2ccc(C(C)=O)cc2)cc1,1.9
O=C(Nc1ccc(N2CCN(C(=O)c3cccs3)CC2)cc1)c1ccc([N+](=O)[O-])o1,-5.9
Cc1ccc(-c2csc(C(O)c3ccc(F)c(F)c3)n2)cc1C (stereo not drawn),1.3
COc1ccc(CN(C)C(C)C(=O)Nc2ccc(S(=O)(=O)N3CCCCC3)cc2)cc1F (stereo not drawn),3.5
CC1CCCN(C(=O)COC(=O)c2ccc(=O)n(Cc3ccccc3)n2)C1 (stereo not drawn),5.1
CCOC(=O)C1CCCN(C(=O)Cc2ccc(Cl)cc2)C1 (stereo not drawn),0.7
Cc1ccc(/C(O)=C2/C(=O)C(=O)N(Cc3cccnc3)C2c2ccccn2)cc1 (stereo not drawn),-1.9
CC1CCN(C(=O)c2nc[nH]c2C(=O)N2CCc3ccccc3C2)CC1,0.3
O=C(COC(=O)C12CC3CC(CC(Cl)(C3)C1)C2)Nc1ccccc1,3.0
CSCCC(NC(=O)c1ccccc1)C(=O)NNC(=O)c1csc(N2CCOCC2)n1 (stereo not drawn),2.1
CN(C)c1ccc2c(c1[N+](=O)[O-])Cc1ccccc1-2,-0.8
O=C(c1ccc2ncsc2c1)N1CCN(c2cccc(C(F)(F)F)c2)CC1,-3.1
CCOc1ccc(NC(=S)N2CCC(c3nc4ccccc4[nH]3)CC2)cc1,8.2
Cc1ccc(/C=N/Nc2nc(N3CCOCC3)nc(N3CCOCC3)n2)o1,-4.9
N#Cc1cccc(Cn2ccc3ccc(-c4ccc5ccn(Cc6cccc(C#N)c6)c5c4)cc32)c1,-0.9
COCC(C)n1c(C)cc(C(=O)Cn2c(=O)oc3ccccc32)c1C (stereo not drawn),-1.7
CN(c1ccccc1)S(=O)(=O)c1ccc(C(=O)NCc2ccc(F)cc2)cc1,1.0
Cc1ccsc1/C=N/Nc1ccc(Cl)nn1,1.5
O=C(CSc1nnc(NC(=O)c2ccco2)s1)Nc1ccccc1Br,2.7
CCCC(=O)C1=C(c2ccccc2)C(C#N)(C#N)C(C#N)=C1N,-3.1
COc1ccc(OC)c(NC(=O)CSc2nc(=O)n(CCN3CCOCC3)c3c2CCC3)c1,3.3
COC(=O)CSc1nc2cc(OC)ccc2n1C,3.5
CCOC(=O)C1C(=O)OC(C)(C)C1C(CC)C(=O)c1c(C)cc(C)cc1C (stereo not drawn),-1.4
Nc1c(N(C(=O)Nc2ccc(Cl)c(Cl)c2)C2CCCC2)c(=O)[nH]c(=O)n1Cc1ccccc1,-1.4
Cc1cccc(OCC(=O)Nc2ccc(C(=O)Nc3ccccc3C(=O)O)cc2)c1,-2.6
COc1ccccc1-c1ccc(NC2CCCCC2)nn1,5.0

# Random excerpt: two records from the list, in no set order.
SMILES,TbREL1 inh
Cc1ccsc1/C=N/Nc1ccc(Cl)nn1,1.5
CCCC(=O)C1=C(c2ccccc2)C(C#N)(C#N)C(C#N)=C1N,-3.1

# Next compounds follow:
SMILES,TbREL1 inh
CCCCNC(=O)Nc1nc2ccccc2s1,5.0
CCCC1CCC2(CCCN2CCOC(=S)Nc2cccc(Cl)c2)CC1 (stereo not drawn),-0.7
CCOC(=O)C1CCCN(c2c(NCCc3ccc(Cl)cc3)c(=O)c2=O)C1 (stereo not drawn),2.4
Cc1cccc(NC(=O)CN2C(=O)NC(C)(c3ccc4c(c3)OCO4)C2=O)c1 (stereo not drawn),-0.2
CCOC(=O)C[C@H]1c2ccccc2S(=O)(=O)N1C1CC1,5.7
Cc1ccc(S(=O)(=O)N2[C@@H](c3ccc(Br)cc3)C(C(=O)O)=C[C@H]2C(C)(C)C)cc1,-1.8
O=C(COC(=O)c1cnccn1)NCCc1ccccc1,4.3
Cc1cc(=O)[nH]c(SCC(=O)Nc2ccc(C)c(S(=O)(=O)N3CCCCC3)c2)n1,-5.0
CC(C)n1c(SCC(=O)N2CCCCC2)nc2c1c(=O)n(C)c(=O)n2C,3.6
CC(C)n1nc(C(=O)OCC(=O)c2c[nH]c3ccccc23)c2ccccc2c1=O,0.1
COc1cc(NC(=O)Cc2ccccc2)cc(OC)c1,4.7
N#Cc1c(-c2ccc3c(c2)OCO3)csc1N,-2.7
COCCCNC(=O)CCc1c(C)nc2c(-c3ccc(F)cc3)c(C)nn2c1C,-1.0
CC(C)CNS(=O)(=O)CC1NCCc2ccccc21 (stereo not drawn),6.0
O=C(O)c1ccc(N2CC3CC(C2)c2cccc(=O)n2C3)c(NS(=O)(=O)c2cccc(C(F)(F)F)c2)c1 (stereo not drawn),4.7

# In another format: four of the compounds above
molecule	TbREL1 inh
C[C@H](NC(=O)OCc1ccccc1)C(=O)NNC(=O)[C@H](C)NC(=O)OCc1ccccc1	0.7
CC(C)Nc1oc(-c2cccc3ccccc23)nc1C#N	-1.7
CN(C)c1ccc2c(c1[N+](=O)[O-])Cc1ccccc1-2	-0.8
Cc1ccc(CCNC(=O)c2nnn(-c3cc(C)cc(C)c3)c2N)cc1	-0.8

# New compounds follow:
SMILES,TbREL1 inh
Cc1ccc(C(=O)COC(=O)COc2ccccc2C)cc1,5.3
COc1ccc(/C(N)=N/OC(=O)CN(C)S(=O)(=O)c2ccc(C)cc2)cc1,-0.7
O=C(CSc1nnc(-c2cccc(Cl)c2)n1Cc1ccco1)c1ccc(F)cc1,-0.6
CCOc1ccc(CNc2ccc(CNc3ncn[nH]3)cc2)cc1,-3.9
COc1ccccc1NS(=O)(=O)c1ccc(C)c(C(=O)NCC(c2cccs2)N2CCOCC2)c1 (stereo not drawn),-4.1
COc1ccc2c(c1)OC(=O)CC2c1ccccc1OC (stereo not drawn),3.0
